# BCLXL inh = inhibitors of human Bcl-xL. Q07817. GST-Bcl-xL / FITC-Bim BH3 peptide fluorescence polarization. inhibition, % at 10.9 µM. 0.7% of 320,000 active;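 active = inhibition above the mean of all tested compounds plus 3 SD, cutoff set per campaign, cut at about 30% in these data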;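 note: 0% = DMSO wells and 100% = unlabeled Bim-BH3 peptide competitor; inhibitors lower millipolarization by displacing the labeled peptide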
# Target sequence (Q07817 whole entry, looked up): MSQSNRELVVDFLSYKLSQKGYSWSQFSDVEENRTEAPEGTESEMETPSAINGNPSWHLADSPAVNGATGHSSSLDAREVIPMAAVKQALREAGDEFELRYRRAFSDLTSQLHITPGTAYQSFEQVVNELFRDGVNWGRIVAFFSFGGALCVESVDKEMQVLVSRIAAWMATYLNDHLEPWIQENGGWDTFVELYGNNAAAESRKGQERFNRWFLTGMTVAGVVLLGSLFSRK
# GLD-1 TGE inh = GLD-1-TGE RNA interaction inhibition (C. elegans) | Q17339 | purified GLD-1 + fluorescein TGE RNA, fluorescence polarization | inhibition, % at 5.96 µM | 0.44% of 320,000 active;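 active = percent inhibition above a per-plate cutoff, the plate mean of test compounds plus 3 SD, cut at about 30% in these data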;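 note: 0% = DMSO wells with GLD-1 and probe and 100% = wells lacking GLD-1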
# Efflux pump inh = blocks antifungal efflux pumps in multiplex yeast assay | S. cerevisiae Candida pump triplex, Nile Red efflux | inhibition, % at 10 µM | 0.44% of 330,000 active | AID 485275;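 active = plate passing quality check with inhibition over a set limit, or well fluorescence over plate mean plus 4 SD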;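 note: Nile Red retained in pooled yeast measured as flow cytometry median fluorescence; 0% = buffer negative control and 100% = Enniatin B positive control; higher means more Nile Red kept so more efflux inhibition; some compounds called inactive have numbers as strong as hits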
# PME-1 inh = PME-1 (human) inhibition; 0.53% of 320,000 active; Q9Y570; inhibition, % at 5.9 µM; recombinant PME-1, FP-Rh probe fluorescence polarization;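 active = inhibition above the campaign mean of all compounds plus 3 SD, cut at about 26% in these data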;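 note: competitive labeling of PME-1 active site by serine hydrolase directed probe; 0% = PME-1 with DMSO and 100% = wells lacking PME-1 enzyme; inhibitors block probe labeling so polarization falls and inhibition rises; many of its hits are not listed in these tables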
# MEX-5 binding = C. elegans MEX-5 TCR-2 RNA binding activity. MEX-5/FITC-TCR2 RNA binding, fluorescence polarization; active compounds read low. AID 1832. Q9XUB2. 0.38% of 300,000 active. activity score (negative = inhibition of binding), % at 10 µM;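 active = inhibition past about -25% in most replicates, and total fluorescence under double the plate's negative control median, limit read from the data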;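 note: 0% = DMSO and -100% = 5 µM competing unlabeled TCR2 RNA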
# Target sequence (Q9XUB2 whole entry, looked up): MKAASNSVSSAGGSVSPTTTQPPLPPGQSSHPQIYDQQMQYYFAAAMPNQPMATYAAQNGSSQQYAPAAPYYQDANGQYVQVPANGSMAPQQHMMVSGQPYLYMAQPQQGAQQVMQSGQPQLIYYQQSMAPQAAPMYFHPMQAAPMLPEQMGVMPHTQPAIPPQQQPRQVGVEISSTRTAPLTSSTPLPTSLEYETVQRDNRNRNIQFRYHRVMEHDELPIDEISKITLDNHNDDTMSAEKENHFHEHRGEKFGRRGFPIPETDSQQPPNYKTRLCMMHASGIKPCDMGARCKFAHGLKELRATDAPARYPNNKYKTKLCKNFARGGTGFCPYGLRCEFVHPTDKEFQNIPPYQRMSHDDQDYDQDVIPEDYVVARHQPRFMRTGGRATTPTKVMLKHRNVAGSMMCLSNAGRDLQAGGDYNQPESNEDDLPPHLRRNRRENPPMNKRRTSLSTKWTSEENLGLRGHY
# Fam108B inh = Fam108B inhibition, counter-screen for RBBP9 inhibitors; inhibition, % at 9.51 µM; 0.33% of 300,000 active; recombinant Fam108B, FP-Rh probe fluorescence polarization;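 active = inhibition above the screen mean inhibition plus 3 SD, computed separately per campaign, cut at about 18% in these data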;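 note: inhibitors lower polarization as less probe binds the enzyme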
# GRK2 inh = inhibitors of human GRK2 displacing RNA aptamer | P25098 | bead flow cytometry, FAM-aptamer displacement from GRK2 | inhibition of aptamer binding, % at 10 µM | 0.59% of 330,000 active | AID 488847;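 active = inhibition of aptamer binding above 40%, roughly 3 SD of noise, on plates passing a quality check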;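 note: median bead fluorescence of bound FAM aptamer so fluorescent compounds give negative values; no value below 0 was filed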
# VLA-4 inh = inhibition in a human VLA-4 binding assay; AID 2557; P13612; inhibition, % (about 7 µM as worked out from the volumes in the protocol); 0.2% of 330,000 active; VLA-4 expressing cells, ligand binding flow cytometry; in the data active = inhibition above about 50%
# MCL1-BIM inh = inhibitors of human MCL1 binding to BIM-BH3 peptide; GST-MCL1 / FITC-Bim-BH3 fluorescence polarization; inhibition, % at 10.9 µM; 0.68% of 320,000 active;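 active = inhibition above the mean inhibition of all tested compounds plus 3 SD, set per campaign, cut at about 40% in these data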;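 note: 0% = DMSO wells and 100% = unlabeled Bim-BH3 peptide control; higher means more loss of mP so more displacement of Bim peptide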
# Target sequence (Q07820 whole entry, looked up): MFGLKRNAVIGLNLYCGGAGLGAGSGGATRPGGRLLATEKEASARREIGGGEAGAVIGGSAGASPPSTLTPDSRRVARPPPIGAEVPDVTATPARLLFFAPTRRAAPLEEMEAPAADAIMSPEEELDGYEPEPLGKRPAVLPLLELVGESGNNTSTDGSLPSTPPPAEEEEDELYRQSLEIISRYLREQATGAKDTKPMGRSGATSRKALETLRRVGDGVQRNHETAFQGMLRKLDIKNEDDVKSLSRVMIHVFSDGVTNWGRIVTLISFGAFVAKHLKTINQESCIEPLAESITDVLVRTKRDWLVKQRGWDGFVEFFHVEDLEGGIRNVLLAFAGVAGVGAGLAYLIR
# Numbers without * were called inactive; nt = not tested or not shown. This is a subset (hit frequency here may not be typical).
# Sample of the layout, two compounds:
SMILES,BCLXL inh,GLD-1 TGE inh,Efflux pump inh,PME-1 inh,MEX-5 binding,Fam108B inh,GRK2 inh,VLA-4 inh,MCL1-BIM inh
CC1(C)Oc2nc3ccccc3n2/C1=C\C#N,3,2,0.1,3,-0.8,5,1,12,-2
Cc1cccc(CCNC(=O)CCCOc2cc(=O)n(C)c3ccccc23)c1,0,5,0.0,3,-0.6,0,1,-2,4

# All compounds of this part, repeating the preview:
SMILES,BCLXL inh,GLD-1 TGE inh,Efflux pump inh,PME-1 inh,MEX-5 binding,Fam108B inh,GRK2 inh,VLA-4 inh,MCL1-BIM inh
CC1(C)Oc2nc3ccccc3n2/C1=C\C#N,3,2,0.1,3,-0.8,5,1,12,-2
Cc1cccc(CCNC(=O)CCCOc2cc(=O)n(C)c3ccccc23)c1,0,5,0.0,3,-0.6,0,1,-2,4
Cc1ccc(/C=C(\C#N)c2nn(-c3ccccc3)c(N)c2C#N)cc1,2,-7,-0.3,5,-3.9,-5,4,7,1
Fc1cc(F)c(C2SCCN2C(=S)Nc2cccc(C(F)(F)F)c2)c(F)c1 (stereo not given),2,1,0.1,-7,0.7,-6,0,4,6
O=C(NCc1cccnc1)c1cccc(OC2CCN(Cc3ccc(CO)o3)CC2)c1,4,-1,0.0,0,-1.1,-1,0,-14,8
COc1ccc(Br)cc1/C=C/C(=O)OCC(=O)NCCc1ccc(S(N)(=O)=O)cc1,nt,4,-0.3,nt,nt,nt,1,0,nt
COc1cc(C2NC(=O)CCC2[N+](=O)[O-])cc(Br)c1OC (stereo not given),4,-1,0.0,0,1.7,1,0,6,-1
CCOC(=O)c1c(NC(=O)c2cccs2)sc2c1CCN(C(=O)OCC)C2,-2,-3,0.0,-5,-0.4,-3,0,0,-4
COc1ccc(CNCC(O)COc2ccc(C)cc2[N+](=O)[O-])cc1 (stereo not given),5,13,-0.1,5,-2.0,1,0,5,1
Cc1cccc(-n2c(-c3csc(C(C)C)c3)n[nH]c2=S)c1,-12,2,-0.1,2,0.1,-1,1,0,-12
COc1ccc2c(CC(=O)NC3CCCc4ccccc43)coc2c1 (stereo not given),-4,3,0.1,15,-0.3,-2,2,9,-19
CCN(CC)c1ncnc2c1[nH]c1ccccc12,1,-2,0.0,0,2.0,3,3,-9,-1
COc1ccc(CN2CC(C(=O)NCCc3ccc(C)cc3)CC2=O)cc1 (stereo not given),3,0,0.0,2,-1.3,4,4,5,3
CC(=O)NC(CCS(C)(=O)=O)C(=O)Nc1nc(C)cs1 (stereo not given),-2,1,0.1,0,-1.5,2,0,1,4
COc1ccc(/C=C/C(=O)NCc2c(C)nn(C)c2C)cc1COc1ccc(Br)cc1,-1,-1,0.1,-2,-0.6,-5,0,-5,-2
O=C(CSc1n[nH]c(=O)n1C1CC1)c1ccc(F)cc1,4,6,-0.2,-2,-1.6,1,1,-1,-5
O=C(Nc1ccc(N2C(=O)C3C4C=CC(C4)C3C2=O)cc1)Nc1cccnc1 (stereo not given),11,9,-0.1,-1,-4.8,5,1,8,9
O=C(O)c1ccccc1C(=O)c1ccc(Br)s1,-1,-7,-0.1,-2,-0.8,2,2,10,-1
CCCCn1c(N)c(N(CCOC)C(=O)c2cc(S(=O)(=O)N3CCCCC3)ccc2C)c(=O)[nH]c1=O,-11,7,0.1,1,-0.6,2,0,3,-12
CCOc1cc(CNCc2cccs2)ccc1OCC(=O)NC(C)(C)C,0,-4,0.8,-4,-1.4,-1,0,14,-6
COc1ccc(CNC(=O)Cc2ccc(-c3ccccc3)cc2)cc1OC,-6,12,-0.2,-2,1.4,-4,0,1,-10
O=C(COC(=O)c1ccc(F)cc1)Nc1cc(S(=O)(=O)N2CCOCC2)ccc1N1CCCC1,5,-2,0.0,3,2.2,-6,0,28,-8
O=C(O)c1ccccc1COc1ccccc1Cl,1,1,0.1,3,-0.9,-1,0,-5,6
CC1(CCc2ccccc2)NC(=S)N(c2ccc(Cl)cc2)N1 (stereo not given),6,-7,0.2,0,1.4,11,0,3,4
CCC1SC2=NC(C)=C(C(=O)OC)C(c3ccc(C(=O)OC)cc3)N2C1=O (stereo not given),6,3,0.0,-3,2.1,1,0,-25,6
Cc1cc(C)c(NC(=O)c2cccc3c2C(=O)N(C2CCCCC2)C3)c(C)c1,-2,3,0.2,1,nt,-1,0,1,-1
CCOC(=O)[C@@H]1[C@H]2COc3cc(OC)ccc3[C@@H]2N2C(=O)N(c3ccccc3)C(=O)[C@@]12C,nt,4,-0.2,nt,nt,nt,0,21,nt
O=C(CSc1nnc(-c2ccncc2)o1)NCc1ccccc1Cl,2,-3,0.1,-1,1.3,1,0,-98,1
COc1cc(C)nc(-c2csc(C)n2)n1,1,1,0.0,-9,0.0,0,0,0,6
Nc1ccccc1OCP(=O)(c1ccccc1)c1ccccc1,4,-6,0.0,1,1.3,-1,4,6,10
CC(=O)Nc1ccc(S(=O)(=O)N2C3CCCC2CC(NC(=O)C2CCCCC2)C3)cc1 (stereo not given),8,-2,0.0,1,1.8,0,1,0,2
Nc1c(Br)cc(Br)c(N2CCCC2=O)c1Br,0,-4,0.3,-10,-1.5,8,2,-13,17
CCCn1c(SCC(=O)NCc2ccc(Cl)cc2)n[nH]c1=O,-7,2,-0.1,0,2.4,0,1,13,1
CC(=O)NCCCc1nc2ccccc2n1Cc1ccccc1C,2,3,0.3,-5,1.2,6,0,0,-9
CC(=O)Nc1ccc(Oc2ccccc2)cc1,4,4,0.0,-5,2.3,-4,0,2,-2
O=C(Nc1oc2ccccc2c(=O)c1-c1ccc(Br)cc1)c1ccco1,2,-1,0.2,-5,1.1,-1,0,11,-3
CCn1c2c(c(=N)c3c1CCC3)CCCC2,5,3,0.0,1,-2.3,2,1,-8,4
COc1ccc(C(=O)COC(=O)[C@@H](NS(=O)(=O)c2ccccc2)C(C)C)cc1,nt,-3,0.0,nt,nt,nt,3,-9,nt
O=C(CCN1C(=O)C2C3C=CC(C4CC34)C2C1=O)Oc1ccccc1 (stereo not given),1,4,-0.1,-1,0.2,0,0,7,2
COc1cc(CC(NC(C)=O)C(=O)NC2CCN(c3c(Cc4ccccc4)c(C)nc4ncnn34)CC2)cc(OC)c1 (stereo not given),2,9,0.2,-3,-1.4,5,1,7,7
Cc1nc2c(cc1NC(=O)c1ccccc1)nc(C)n2Cc1ccccc1,-1,-2,0.0,5,1.4,-3,4,7,-11
CC(=O)c1ccc(OC(=O)c2nc(-c3ccccc3)oc2C)cc1,9,8,0.1,-1,2.0,-2,4,0,8
O=C(NC1CCCCC1)C(c1cccs1)N(C(=O)Cc1c[nH]c2ccccc12)c1ccc(F)cc1 (stereo not given),-4,-2,0.2,5,-2.0,-6,34,4,-5
c1ccc(Oc2nc(-c3cccnc3)nc3ccccc23)cc1,0,-6,-0.1,-8,0.3,-2,0,-2,1
CCC1CCCCN1CCCNC(=O)c1ccc2c(=O)n(Cc3ccc(OC)cc3)c(=O)[nH]c2c1 (stereo not given),-2,-1,-0.2,-3,2.1,1,0,6,-4
O=C(NC(=S)NNC(=O)c1ccccc1F)c1cccnc1,6,-5,-0.1,2,-1.0,5,1,9,8
N/C(=N\OC(=O)c1ccco1)c1cccnc1,4,0,-0.1,-5,1.3,2,3,-1,6
COc1ccc(/C=N/NC(=O)C2c3ccccc3-c3ccccc32)cc1,1,0,-0.2,-14,0.5,-6,0,-12,1
O=C(CCN1CCc2ccccc2C1)Nc1ccc(F)c(F)c1,3,3,0.1,0,-2.3,-2,1,5,6
COc1ccccc1CNC(=O)C1CCCN(S(C)(=O)=O)C1 (stereo not given),6,0,-0.1,0,0.3,-3,0,12,13
CC(=O)Nc1ccc(NC(C)=O)c(NC2OCC(O)C(O)C2O)c1 (stereo not given),-2,-5,0.0,-1,-1.1,1,1,20,-1
Cc1noc(C)c1S(=O)(=O)N1CCC(C(=O)N2CCN(C(=O)c3ccco3)CC2)CC1,5,-4,0.0,1,-1.6,-2,0,3,0
CCCS(=O)(=O)c1c(S(=O)(=O)CCC)c2c(N)cccn2c1C(=O)c1ccc(F)cc1,7,14,0.1,3,-7.3,0,1,-3,-6
O=C(COC(=O)c1ccccn1)NCc1ccccc1Cl,2,0,0.0,-3,2.5,1,0,-7,1
CCN(CC)S(=O)(=O)c1ccc(N2CCN(S(=O)(=O)c3ccc4c(c3)OCCO4)CC2)nc1,1,7,0.3,9,-1.0,0,1,-8,0
COc1ccc(-c2cn3c(C)c(C(=O)N4CCc5ccccc5C4)sc3n2)cc1,2,-6,-0.1,-2,1.0,0,0,-19,-4
CCOC(=O)C1=C(COC(=O)C(C)(C)Oc2ccc(Cl)cc2)NC(=O)NC1C (stereo not given),-2,0,0.0,23,nt,nt,5,21,-10
Cc1c(NC(=S)NC(=O)CCc2ccccc2)c(=O)n(-c2ccccc2)n1C,2,-5,0.0,5,-0.6,0,2,3,3
CC(C)c1ccc(CSc2ccc(S(=O)(=O)N3CCOCC3)cn2)cc1,2,4,-0.1,-3,nt,nt,0,7,0
COCc1nnc(NC(=O)c2ccco2)s1,-2,0,0.0,3,0.7,-1,0,9,-8

# Further results.
SMILES,BCLXL inh,GLD-1 TGE inh,Efflux pump inh,PME-1 inh,MEX-5 binding,Fam108B inh,GRK2 inh,VLA-4 inh,MCL1-BIM inh
CSCC[C@H](NS(=O)(=O)c1ccc(C)cc1)C(=O)N1CCC(C(=O)N[C@H](C(=O)O)c2ccccc2)CC1,5,-6,0.0,-2,-0.9,-2,0,8,7
CC(=O)NN(O)C1N(C)C(=O)N(Cc2ccccc2)C1(C)C (stereo not given),3,-3,-0.1,-4,-1.0,1,3,18,0
O=C(CSc1nc2ccccc2n1S(=O)(=O)c1cccc([N+](=O)[O-])c1)NCCc1ccccc1,-4,7,0.2,2,0.2,-2,5,12,-8
Cc1nnc2c(N(C)S(=O)(=O)c3ccccc3)nc3ccccc3n12,13,8,0.1,-2,0.7,2,1,13,4
COc1cc(OC)cc(-c2nc3ccccc3c(=O)n2OC(=O)c2ccc(Br)cc2)c1,3,5,0.1,3,-2.9,4,0,-1,6
O=C(NC1Cc2ccccc2C1)c1cc(COc2cccc(C(F)(F)F)c2)on1,8,0,0.1,-3,0.5,0,3,-8,2
CCOC(=O)C1CCN(c2c(NCCCN(CC)Cc3ccccc3)c(=O)c2=O)CC1,-4,7,0.5,6,0.5,0,0,3,-13
C=CCN1C(=O)OC2(CCCCC2)C1(C)O (stereo not given),2,1,-0.1,-4,1.0,2,10,1,-5
O=C(Cc1ccccc1)N/N=C/C=C/c1cccc([N+](=O)[O-])c1,3,-9,-0.1,-7,-0.2,0,4,4,8
CCNC(=O)CC1C(=O)N(CC)C(=S)N1NC(=O)c1ccccc1 (stereo not given),4,9,0.0,-7,-0.5,1,1,5,1
CC(=O)Nc1ccc(NC(=O)CSCCc2ccccn2)cc1,4,7,-0.1,-2,-0.4,-1,0,1,0
CC(=O)N1CCN=C1SCc1cccc(C)c1,9,7,-0.2,1,2.1,-2,1,9,10
CCCCc1ccc(/C=C2\C(=O)ON=C2c2ccccc2)s1,4,5,0.0,-8,-33*,-1,10,-3,8
Cc1nn(-c2ccccc2)c2sc(C(=O)OCN3C(=O)c4ccccc4C3=O)cc12,5,4,-0.1,-5,-0.8,-3,1,-2,5

# Source: PubChem (several laboratories)
